# RAM network inh: inhibitors of the yeast RAM network, primary screen, dse1pr::URA3 reporter, 5-FOA selection | actives 1.8% (n = 190,000) | inhibition, % at 50 µM | S. cerevisiae dse1pr::URA3 reporter, 5-FOA growth OD615, 2 d; analog-sensitive cbk1-as2 kinase mutant strain;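 active = inhibition above a set limit, 3 SD over mean compound inhibition, cut at about 8.4% in these data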;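 also: 0% = DMSO-only wells with no growth and 100% = 10 µM 1-NA-PP1 full growth; inhibition rescues growth on 5-FOA so higher OD means more RAM inhibition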
# APP 5UTR inh: inhibitors of APP translation via 5'UTR reporter, primary screen, APP 5'UTR luciferase, SH-SY5Y cells. SH-SY5Y APP 5'UTR-luciferase reporter, luminescence. inhibition, % at 2 µM. actives 0.82% (n = 190,000);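 active = inhibition above a set limit, derived from the sample mean plus 3 SD, cut at about 45% in these data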; also: values of inactives mirror those of a sister screen read the other way
# bIAP inh: bovine intestinal alkaline phosphatase inhibitors, primary screen, selectivity assay for TNAP inhibitor project, biochemical, bovine IAP, CDP-star luminescence; inhibition, % at 20 µM; alkaline phosphatase, intestinal [Bos taurus]; AID 1019, 2008; purified bovine IAP, 30 min; 190,000 tested, under 10 active;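 active = over 50% inhibition of intestinal alkaline phosphatase at 20 µM in the single-dose screen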
#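 test system = bovine IAP enzyme | medium = DEA buffer 100 mM, pH 9.8, with MgCl2 1.0 mM, ZnCl2 0.02 mM | detection = luminescence | dosing = single compound dose of 20 µM, 2% DMSO final | incubation = 30 min reaction at room temperature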
# TNAP inh hiacc: human TNAP enzyme inhibitors, primary screen, biochemical, luminescent, high phosphate acceptor level, uHTS. inhibition, % at 20 µM. purified TNAP, CDP-star luminescence, 1 M DEA. Alkaline phosphatase, tissue-nonspecific isozyme (Homo sapiens), P05186. actives 0.03% (n = 200,000);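 active = over 50% inhibition of tissue-nonspecific alkaline phosphatase at 20 µM in the single-dose screen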;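 also: plate controls were DMSO wells for no effect and EDTA-quenched wells as full inhibition for full effect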
# Target sequence (P05186 whole entry, looked up): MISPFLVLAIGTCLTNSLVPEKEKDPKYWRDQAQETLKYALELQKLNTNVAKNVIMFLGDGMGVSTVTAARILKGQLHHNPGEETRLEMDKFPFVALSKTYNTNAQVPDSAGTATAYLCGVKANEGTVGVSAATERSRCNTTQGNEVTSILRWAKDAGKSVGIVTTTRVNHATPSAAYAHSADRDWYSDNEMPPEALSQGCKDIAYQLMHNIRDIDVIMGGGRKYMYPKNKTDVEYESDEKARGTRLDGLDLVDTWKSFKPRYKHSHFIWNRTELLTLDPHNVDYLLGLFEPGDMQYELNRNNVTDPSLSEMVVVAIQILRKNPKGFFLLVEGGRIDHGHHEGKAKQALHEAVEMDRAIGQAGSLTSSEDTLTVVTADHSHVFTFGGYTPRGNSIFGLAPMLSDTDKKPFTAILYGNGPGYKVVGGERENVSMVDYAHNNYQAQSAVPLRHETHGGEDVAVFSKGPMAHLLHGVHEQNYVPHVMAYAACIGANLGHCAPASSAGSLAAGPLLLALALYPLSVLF
# FLuc inhib CS: firefly luciferase enzyme inhibitors, primary screen, artefact control for luciferase-based inhibitor screens, biochemical, luminescence, ATPLite. Luciferin 4-monooxygenase (Photinus pyralis), P08659. 10 min. inhibition, % at 10 µM. actives 1.5% (n = 200,000). AID 1006, 2008;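 active = inhibition above about 50% when tested at 10 µM, limit read from the data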
# Target sequence (P08659 whole entry, looked up): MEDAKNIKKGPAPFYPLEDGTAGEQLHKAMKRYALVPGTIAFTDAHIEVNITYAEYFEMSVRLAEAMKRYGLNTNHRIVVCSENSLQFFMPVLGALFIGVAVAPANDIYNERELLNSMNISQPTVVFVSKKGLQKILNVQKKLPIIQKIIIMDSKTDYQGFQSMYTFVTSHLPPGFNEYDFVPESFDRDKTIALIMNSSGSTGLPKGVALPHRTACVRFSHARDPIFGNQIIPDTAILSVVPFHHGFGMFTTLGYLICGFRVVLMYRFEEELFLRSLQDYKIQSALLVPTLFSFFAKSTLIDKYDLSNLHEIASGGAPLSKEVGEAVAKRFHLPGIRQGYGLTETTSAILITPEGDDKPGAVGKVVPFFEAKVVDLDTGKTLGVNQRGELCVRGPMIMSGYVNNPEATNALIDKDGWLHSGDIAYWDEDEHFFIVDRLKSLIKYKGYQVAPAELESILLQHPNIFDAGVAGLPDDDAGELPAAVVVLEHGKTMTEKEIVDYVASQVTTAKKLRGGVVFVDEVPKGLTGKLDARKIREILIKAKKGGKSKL
# Lmaj promast: Leishmania major promastigote growth inhibition, primary screen | actives 9% (n = 200,000) | inhibition, % at 10 µM | Leishmania major promastigotes, resazurin fluorescence viability; in the data active = inhibition above about 50%;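 also: promastigotes grown with compound for 44 hours at 28 °C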
# bIAP act: bovine intestinal alkaline phosphatase activators, primary screen, biochemical, bovine IAP, CDP-star luminescence | AID 1016, 2008 | actives 0.17% (n = 200,000) | alkaline phosphatase, intestinal [Bos taurus] | purified bovine IAP, 30 min; hits give high values; fold of DMSO-control signal, blank-subtracted | activation factor at 20 µM;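 active = activation factor of 2 or more at 20 µM, a signal rise over negative controls twice the positive control's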
# TNAP inh noacc: human TNAP enzyme inhibitors, primary screen, biochemical, luminescent, no phosphate acceptor, uHTS; actives 0.26% (n = 200,000); Alkaline phosphatase, tissue-nonspecific isozyme (Homo sapiens), P05186; purified TNAP, CDP-star luminescence, 30 min; AID 1012, 2008; inhibition, % at 20 µM;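 active = tissue-nonspecific alkaline phosphatase inhibition above about 50% at 20 µM in the single-dose screen, limit read from the data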;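 also: 0% = DMSO negative control and 100% = EDTA positive control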
# FLuc stim CS: FLuc activators, initial screening, artefact control for FLuc-dependent activation tests, biochemical, ATPlite luminescence; Luciferin 4-monooxygenase (Photinus pyralis), P08659; ATPlite luciferase biochemical, 10 min; 0 = ATP-free wells, 1 = DMSO control; activation factor at 10 µM; 200,000 tested, under 10 active;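 active = luciferase activation factor, scaled between plate controls, of at least 2 with compound at 10 µM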
#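 Assay system: Luciferase/luciferin detection reagent, cell-free biochemical luciferase assay / Also added: ATP substrate / Schedule: 10 min at ambient temperature / Measured by: luminescence measurement of luciferase light output / Benchmarks: low control with PBS replacing ATP, high control enzyme plus ATP without compound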
# TNAP act hi DEA: TNAP activators at high phosphate acceptor level, primary screen, biochemical, luminescence, uHTS; Alkaline phosphatase, tissue-nonspecific isozyme (Homo sapiens), P05186; purified TNAP, CDP-star luminescence, 1 M DEA, 30 min; hits give high values; 0 = EDTA background, 1 = DMSO-only activity; activation factor at 20 µM; 200,000 tested, under 10 active; AID 1136, 2008;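 active = activation factor at least 2 at 20 µM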
#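 Dosing: 20 µM single point. System: human TNAP. Amount: TNAP 1/800 final. Incubation: 30 min, room temperature. Read-out: TNAP activation factor scaled between EDTA and DMSO control wells. Signal: luminescence from CDP-star hydrolysis. Medium: 1 M DEA, pH 9.8, Mg2+, Zn2+. Control set: EDTA negative control, DMSO positive control.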
# * marks the source's active call; other numbers are inactive results.
# The line under a structure holds: RAM network inh	APP 5UTR inh	bIAP inh	TNAP inh hiacc	FLuc inhib CS	Lmaj promast	bIAP act	TNAP inh noacc	FLuc stim CS	TNAP act hi DEA
CC(=O)c1ccc(NC(=O)Nc2ccncc2)cc1
    1.9	-19	-11	-4	12	8	1.1	-7	0.9	1
COc1ccccc1CNC(=O)c1ccc(Br)o1
    0.3	-24	10	2	0	-1	0.9	-5	1	1
COc1ccc(C2CC(C(F)(F)F)n3ncc(C(=O)NCc4cccnc4)c3N2)cc1OC (stereo not given)
    0.0	14	3	-4	-5	1	1	-12	1	1
O=C(c1cccc(OCc2ccccc2)c1)N1CCOCC1
    0.7	15	-15	-7	0	-9	1.1	-6	1	1.1
CC(C)[C@H](NC(=O)CCn1nnc2ccccc2c1=O)C(=O)O
    3.4	6	3	-1	-3	-1	1	-8	1	1
COc1ccc(CN2CCN(Cc3cccn3-c3ncccn3)CC2CCO)c(C)c1C (stereo not given)
    0.4	3	-16	-4	-3	22	1.2	-8	1	1
CCOC(=O)c1ccc(NC(=O)Nc2ccc3c(c2)OCCO3)cc1
    5.6	-27	-6	-5	-2	1	1.1	-14	1	1
CCn1c(=NC(=O)c2ccc(S(=O)(=O)N3CCOCC3)cc2)sc2cccc(OC)c21
    6.0	-7	2	-7	-6	100*	1	4	1.1	1.1
CCn1c(Cn2nnc(-c3ccccc3)n2)nnc1SCC(=O)Nc1ccccc1
    3.0	12	6	-8	-7	6	0.9	-21	1.1	1.1
O=C(COC(=O)c1ccccc1NC(=O)c1ccco1)Nc1ncc(Cl)cc1Cl
    0.1	-14	7	-2	0	-4	0.9	-9	1	1
O=[N+]([O-])c1ccc(N2CCCC2)cc1NC(c1ccccc1)c1ccccc1
    3.5	0	25	10	0	20	0.8	-1	1	0.9
CCC(=O)Nc1ccc(SC#N)cc1C
    -0.5	7	14	2	-2	1	0.9	-3	1	1
O=C(NC1CC1)C1CCN(C2CCN(C(=O)CC3=CCCCC3)CC2)CC1
    3.6	0	-15	-8	-4	75*	1.1	-22	1	1.1
CCOc1ccccc1N(CC(=O)O)S(=O)(=O)c1ccccc1
    -0.6	-2	-2	-4	0	-4	1	-8	1	1
CC(=O)NCCOc1c(C)cc(S(N)(=O)=O)cc1C
    1.2	-10	12	-5	-3	-2	0.9	-12	1	1

# 2 compounds from above, showing only TNAP inh hiacc, RAM network inh and FLuc inhib CS.
canonical_smiles | TNAP inh hiacc | RAM network inh | FLuc inhib CS
O=[N+]([O-])c1ccc(N2CCCC2)cc1NC(c1ccccc1)c1ccccc1 | 10 | 3.5 | 0
CCC(=O)Nc1ccc(SC#N)cc1C | 2 | -0.5 | -2

# (further entries)
# The line under a structure holds: RAM network inh	APP 5UTR inh	bIAP inh	TNAP inh hiacc	FLuc inhib CS	Lmaj promast	bIAP act	TNAP inh noacc	FLuc stim CS	TNAP act hi DEA
CCCOC(=O)Nc1c(C)cccc1C(C)C
    -0.8	8	-22	-4	-3	-4	1.2	-4	1	1
O=C(Nc1ccc(F)cc1F)c1noc2c1CCC2
    0.8	-58	11	-5	4	-5	0.9	-12	1	1
CC(NC(=O)C1CCCC1)C1CC2CCC1C2 (stereo not given)
    0.7	-4	-4	-6	3	-2	1	-6	1	1.1
CC(C)C(NC(=O)c1ccc2c(c1)OCO2)C(=O)N/N=C/c1cccs1 (stereo not given)
    1.3	10	4	-2	-3	-4	1	-9	1	1
Cc1ccc(-n2cccc2/C=C2/C(=N)N3C(=NC2=O)SN=C3S(C)(=O)=O)cc1Cl
    4.2	-6	5	6	1	-3	1	-47	1	0.9
O=C(Nc1nc2ccc(Cl)cc2s1)C1CCCO1 (stereo not given)
    -0.2	-102	7	-2	14	11	0.9	-10	0.9	1
Cc1nnc(SCC(=O)N2CCCC2)n(N)c1=O
    2.1	6	-12	1	-3	-7	1.1	-8	1	1
CCOC(=O)c1ccc(N=c2ssnc2Cl)cc1
    -0.9	-6	11	0	2	-9	0.9	-23	1	1
Cc1ccc2[nH]c(=O)c(COC(=O)C3CCCO3)cc2c1 (stereo not given)
    1.0	2	12	-4	1	2	0.9	-2	1	1
COc1ccc(Cl)cc1NC(=O)CSc1nnc(CNC(=O)c2ccco2)o1
    -0.1	0	-5	-4	-3	-7	1.1	-14	1	1
Cc1c(NC(=O)CSc2ccccc2Cl)c(=O)n(-c2ccccc2)n1C
    0.7	-20	-14	-1	-8	-6	1.1	-1	1.1	1
CCc1c(C)nc2ncnn2c1N1CCCC(C(=O)Nc2ccc(NC(C)=O)cc2)C1 (stereo not given)
    -0.9	11	-1	-4	-4	-3	1	-11	1	1
Cc1cc(-c2nc3ncccc3o2)ccc1NC(=S)NC(=O)c1ccco1
    -0.3	-10	15	-4	-5	-4	0.9	-1	1.1	1
CC1(C)Cc2c(C#N)c(N3CCOCC3)nc(Cc3ccccc3)c2CO1
    11*	4	5	0	-8	48	1	-8	1.1	1
CCn1c(C)nc2cc(C(=O)N/N=C(\C)c3ccccc3O)ccc21
    1.2	-56	-7	-2	17	-6	1.1	-29	0.8	1
CCOC(=O)c1sc(Nc2nc3ccc(OC)cc3s2)cc1C
    2.5	-33	-7	5	2	-1	1.1	-19	1	1
COc1ccccc1N1CCN(C(=O)CCCN2C(=O)c3cccc4cccc(c34)C2=O)CC1
    2.3	-8	-14	8	4	46	1.1	10	1	0.9
CSc1nc(N2CCCC2)c2c(c1C#N)CC(C)(C)OC2
    0.3	-4	12	-2	-2	0	0.9	-7	1	1
O=C(NCCc1csc(-c2cccnc2)n1)c1ccco1
    1.0	3	7	-5	-5	-3	0.9	-10	1	1.1
CC1CCCN(S(=O)(=O)c2ccc(S(=O)(=O)NC(C)c3cccs3)cc2)C1 (stereo not given)
    3.2	0	32	-2	-2	22	0.7	-4	1	1
O=C(Nc1ccc(F)cc1)c1cccnc1N1CCOCC1
    -0.8	2	8	3	-2	1	0.9	-3	1	1
O=C(Nc1cccc(Cl)c1)OCc1cncs1
    0.1	-4	11	-6	-3	78*	0.9	-16	1	1.1
Cc1nc2ccccc2nc1OCC(=O)NCC(F)(F)F
    0.3	-11	-12	-5	-5	58*	1.1	-7	1.1	1.1
Cc1ccc(-c2nc3cnccn3c2Nc2ccc3c(c2)OCO3)cc1
    -0.1	10	1	-7	1	18	1	-1	1	1.1
CCOC(=O)N1CCN(C(=O)c2ccc3c(=O)n(-c4ccc(OC)cc4OC)c(=S)[nH]c3c2)CC1
    4.9	-22	2	2	1	-5	1	-7	1	1
COc1cccc(CNC(=O)CCC2CCCN(C(=O)CCn3cncn3)C2)c1 (stereo not given)
    -0.6	0	-12	-7	-3	-3	1.1	-10	1	1.1
Cc1cccc(NC(=S)NNC(=O)c2sccc2C)c1
    4.7	-118	-15	-4	35	-6	1.1	-6	0.6	1
COCCN(C(=O)Nc1ccccc1)C(C)c1cccnc1 (stereo not given)
    1.3	3	4	-4	-3	9	1	-10	1	1
Cc1ccccc1NC(=S)N(CCCN1CCOCC1)Cc1cccnc1
    -0.5	-3	9	-5	-9	5	0.9	-15	1.1	1
COc1cc(C(=S)N2CCOCC2)cc(OC)c1OS(=O)(=O)c1ccc(NC(C)=O)cc1
    2.1	-8	4	-1	-6	-7	1	-8	1.1	1
Cc1cccc(C(=O)NC(=S)N2CCc3ccccc3C2)c1
    1.3	-4	6	-5	-3	-8	0.9	-6	1	1.1
O=C1OCCC1Sc1nnc(-c2ccc3c(c2)OCO3)n1-c1ccccc1 (stereo not given)
    0.4	-13	8	-6	-7	-7	0.9	-5	1.1	1.1
Cc1onc(-c2ccccc2Cl)c1C(=O)Oc1cccc2cccnc12
    3.8	-11	-14	-3	-8	28	1.1	-1	1.1	1
COCCn1c(Br)nc2c1c(=O)n(C)c(=O)n2C
    0.4	-9	8	-2	-6	-2	0.9	-6	1.1	1
Cc1oc2ccc(Br)cc2c(=O)c1-c1nn[nH]n1
    1.1	7	-18	-4	-5	1	1.2	-9	1.1	1
CNCc1ccc(OCc2ccccc2)c(OC)c1
    1.0	7	12	-6	-6	80*	0.9	-18	1.1	1.1
Cn1ncc(Br)c1C(=O)N/N=C/c1ccc(OS(=O)(=O)c2ccccc2)cc1
    6.8	-16	9	0	-5	39	0.9	-5	1.1	1
COC(=O)C1CCN(C(=O)COC(=O)Cn2cnnn2)CC1
    0.5	8	-1	-2	-3	13	1	-9	1	1
Clc1ccccc1-c1ccc(/C=N/Nc2nncc(-c3ccccc3)n2)o1
    5.1	8	7	7	2	6	0.9	-6	1	0.9
O/C(=C\Sc1nnc(Cc2ccccc2)o1)c1ccc(Br)cc1
    0.8	-12	-3	-5	-10	16	1	5	1.1	1.1
CNc1sc(C(=O)c2ccccc2F)c(N)c1-c1nc2ccccc2s1
    3.4	-22	15	8	1	6	0.8	0	1	0.9
CCC(CC)c1nnc(NC(=O)C2=NNC(=O)CC2)s1
    2.1	-9	-36	1	-1	-7	1.4	-20	1	1
O=C(NCCCn1ccnc1)c1cc(C2CC2)on1
    0.9	-54	19	-4	-6	-2	0.8	-17	1.1	1
COc1ccccc1NC(=O)COc1ccc(C(=O)OCC(=O)N2CCCC2=O)cc1OC
    1.6	-4	6	-8	-1	-4	0.9	-4	1	1.1
COc1ccc(-c2ocnc2C(=O)N2CCN(C(c3ccccc3)c3ccccc3)CC2)cc1
    0.5	-6	-5	-8	-2	8	1	-6	1	1.1
CC(C)(C)NC(=O)COC(=O)c1cc(Br)ccc1Cl
    -0.1	-18	6	2	0	-3	0.9	-9	1	1
CC1CN(C(=O)C2(C)CC2(Cl)Cl)CC(C)O1 (stereo not given)
    0.1	16	8	-6	-10	-6	0.9	-7	1.1	1.1
CCOCCCNC(=O)C(c1ccc(OC)cc1)N(Cc1ccc2c(c1)OCO2)C(=O)c1ccccc1O (stereo not given)
    0.2	-23	-6	-3	-6	5	1.1	-2	1.1	1
Cc1cccc(C)c1NC(=O)CSC(=S)N1CCCC1
    1.2	19	-21	-5	-5	-12	1.2	-10	1.1	1.1
Cc1ccc(C(=O)N/C(=C\c2ccc(Cl)cc2)C(=O)NCCCN2CCOCC2)cc1
    -1.3	-11	-34	-2	-3	2	1.3	-11	1	1
